Screening results (PubChem BioAssay)
CSN deneddyl inh – blocks human CSN-mediated cullin deneddylation | inhibition, % at 12.5 µM | 360,000 tested, 0.38% active | AID 651999 | Purified CSN, SCF-Nedd8-OG deneddylation, fluorescence polarization | Q92905;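 active = pattern-corrected inhibition above about 35%, with an unprinted fluorescence ratio check between 0.5 and 1.5, limit read from the data, passing the limit was not always enough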;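 also: 0% = enzyme with substrate and 100% = substrate without enzyme; some results filed as inactive read as strong as hits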
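Schedule: reaction 90 min, room temperature / Assay system: HEK293T-derived human Csn5 enzyme / Input: Csn5 at 0.24 nM final / Measure: inhibition of Csn5 cleavage, % / Control set: substrate-only high control, full reaction low control / Technique: fluorescence polarization of the substrate / Buffer or medium: Tris/NaCl/DTT buffer, pH 7.5 / Reagent: SCFSkp2-Nedd8OG substrate at 10 nM final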
Rpn11 inh – Rpn11 (human) deubiquitinase inhibition. O00487. human 26S proteasome, Ub4-pepOG fluorescence polarization; 20S core pre-blocked with epoxomicin. calls only at 20 µM. 360,000 tested, 0.59% active;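 active = inhibition at 20 µM, scaled to each plate's controls, above about 33%, limit read from the data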
NadD block – NadD (S. aureus) enzyme inhibition; 360,000 tested, 0.78% active; inhibition, % at 20 µM; purified NadD enzyme, colorimetric absorbance read-out; in the data active = inhibition above about 26%; also: some compounds past the cut are filed as inactive
PABP1 MLLE inh – inhibitors of microRNA-mediated deadenylation, human PABP1 MLLE binding. P11940. GST-MLLE / FITC-PAM2 fluorescence polarization. inhibition, % at 20 µM. 360,000 tested, 0.36% active; in the data active = inhibition above about 35%, passing the limit was not always enough;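 also: plate controls were DMSO wells with GST-MLLE for no effect and wells lacking GST-MLLE protein for full effect; some results filed as inactive read as strong as hits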
Scp1 inh – inhibitors of human Scp-1 phosphatase; Q9GZU7; Recombinant Scp1, phosphopeptide, malachite green phosphate absorbance; inhibition, % at 20 µM; 340,000 tested, 0.88% active; AID 493091;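 active = inhibition above about 50% at 20 µM, limit read from the data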;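 also: plate controls were DMSO wells with enzyme for no effect and wells lacking enzyme for full effect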
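Assay system: SCP-1 catalytic fragment, aa 76-261 | Buffer or medium: Tris acetate buffer pH 5.5 with MgCl2 and Tween-20 | Compound: One concentration, 20 µM, with 1.0% DMSO | Also added: Phospho 17-mer peptide substrate | Signal: Absorbance at 630 nm | Incubation: 45 min enzyme reaction at room temperature | Measure: % inhibition of SCP-1 phosphate liberation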
DNMT1 block – blocks human DNA methyltransferase DNMT1. DNMT1 molecular beacon, Hinp1I cleavage, fluorescence. inhibition (reported as % activation of signal), % at 10 µM. 360,000 tested, 0.83% active. AID 588458; in the data active = inhibition above about 50%
Target sequence (P26358 504-1616 limits assumed): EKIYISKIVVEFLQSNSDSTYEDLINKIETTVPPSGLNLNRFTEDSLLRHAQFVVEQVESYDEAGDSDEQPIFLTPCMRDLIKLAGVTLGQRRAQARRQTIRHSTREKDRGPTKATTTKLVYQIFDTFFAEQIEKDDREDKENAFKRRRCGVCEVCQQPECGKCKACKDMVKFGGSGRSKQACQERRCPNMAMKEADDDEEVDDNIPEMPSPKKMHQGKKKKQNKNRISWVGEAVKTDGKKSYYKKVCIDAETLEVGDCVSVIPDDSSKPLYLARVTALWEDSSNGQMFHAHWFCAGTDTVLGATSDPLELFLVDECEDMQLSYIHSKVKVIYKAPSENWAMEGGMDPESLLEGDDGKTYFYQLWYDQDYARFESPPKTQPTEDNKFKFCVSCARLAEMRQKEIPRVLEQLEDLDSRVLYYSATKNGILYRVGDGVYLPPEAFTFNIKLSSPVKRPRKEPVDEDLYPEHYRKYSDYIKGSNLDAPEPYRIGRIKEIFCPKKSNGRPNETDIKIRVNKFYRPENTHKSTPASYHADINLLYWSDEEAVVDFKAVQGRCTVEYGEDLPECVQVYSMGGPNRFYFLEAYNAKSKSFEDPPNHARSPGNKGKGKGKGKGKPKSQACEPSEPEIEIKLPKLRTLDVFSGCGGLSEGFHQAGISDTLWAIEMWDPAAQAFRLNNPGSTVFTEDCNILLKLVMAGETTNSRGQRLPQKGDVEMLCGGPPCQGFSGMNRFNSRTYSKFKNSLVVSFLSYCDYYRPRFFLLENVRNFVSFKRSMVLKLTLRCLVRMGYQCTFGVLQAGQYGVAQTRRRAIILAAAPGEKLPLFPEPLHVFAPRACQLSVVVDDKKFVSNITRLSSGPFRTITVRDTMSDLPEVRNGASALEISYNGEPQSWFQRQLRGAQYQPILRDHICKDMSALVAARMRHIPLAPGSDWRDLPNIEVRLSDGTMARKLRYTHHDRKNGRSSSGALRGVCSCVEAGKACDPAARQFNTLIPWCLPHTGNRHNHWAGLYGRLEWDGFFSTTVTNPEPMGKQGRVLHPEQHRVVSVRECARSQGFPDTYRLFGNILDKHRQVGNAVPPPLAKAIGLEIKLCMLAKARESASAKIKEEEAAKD
SUMO1 PPI mod – modulators of human SUMO1-mediated protein-protein interactions; 360,000 tested, 0.33% active; AID 602429; inhibition, % at 20 µM; SUMO1 binding to a labelled peptide, TR-FRET, 1 h; in the data active = inhibition above about 37%
Tb MetRS inh – blocks T. brucei methionyl-tRNA synthetase activity; purified T. brucei MetRS, ATP depletion, Kinase-Glo luminescence; inhibition, % at 11.9 µM; 360,000 tested, 0.4% active; AID 624268;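 active = inhibition above a per-plate cutoff of the control wells' mean inhibition plus 3 SD, cut at about 5.5% in these data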;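 also: 0% = DMSO wells median and 100% = median of wells with control inhibitor compound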
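Measured by: Kinase-Glo luciferase luminescence reporting remaining unconsumed ATP. Material: purified T. brucei MetRS enzyme. Doses: 11.9 µM compound single dose, 0.9% DMSO. Medium: HEPES buffer containing pyrophosphatase, BSA, spermine, DTT. Times: 15 min preincubation, 2 h reaction, all 25 °C. Reagent: methionine, ATP and bulk E. coli tRNA.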
STEP block – inhibitors of human striatal-enriched phosphatase STEP | recombinant STEP, OMFP fluorogenic substrate, fluorescence | AID 588621 | inhibition, % at 20 µM | 360,000 tested, 0.25% active;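 active = inhibition at 20 µM, scaled per plate between control wells, above about 37%, limit read from the data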;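 also: 0% = DMSO with enzyme and substrate and 100% = substrate only without enzyme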
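System: isolated STEP enzyme; schedule: 20 min enzyme reaction at room temperature, protected from light; medium: Bis-Tris buffer pH 6.0, 2.5 mM DTT, 0.005% Tween 20; signal: fluorescence, 480/540 nm; dosing: single compound dose of 20 µM, 1% DMSO final; also added: OMFP substrate, 25 µM final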
LMPTP block – blocks human LMPTP phosphatase. recombinant LMPTP-A, OMFP fluorogenic substrate, fluorescence intensity. inhibition, % at 20 µM. AID 651560. 360,000 tested, 0.22% active;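 active = compounds that cut the enzyme signal by at least half of the control window in the single-dose screen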;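 also: plate controls were DMSO wells with enzyme plus substrate for no effect and substrate without enzyme for full effect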
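material = LMPTP-A | quantity = 0.625 nM enzyme | reagent = OMFP substrate, 400 µM final | buffer or medium = Bis-Tris pH 6.0, DTT, detergent | detection = endpoint fluorescence intensity from OMFP dephosphorylation | dosing = single 20 µM dose | read-out basis = % inhibition relative to no-enzyme and uninhibited control wells | control set = no-enzyme and uninhibited controls | timing = 50 min at room temperature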
An asterisk follows results filed as active; i = inactive; nt = not tested or not shown; & = joins results of further samples.

SMILES	CSN deneddyl inh	Rpn11 inh	NadD block	PABP1 MLLE inh	Scp1 inh	DNMT1 block	SUMO1 PPI mod	Tb MetRS inh	STEP block	LMPTP block
O=C1CCN(S(=O)(=O)c2ccccc2)CCN1CCOCc1ccc(Cl)cc1	1	i	-3	12	-5	-2	1	0.2	0	-1.3
O=c1[nH]cnc2ncc(-c3ccc(O)cc3)nc12	3	i	-1	-2	3	-5	-31	0.2	1	0.3
Cc1ccc(CN(c2ccc(C(=O)N3CCc4ccccc4C3)cc2)S(C)(=O)=O)cc1	2	i	-6	-6	-10	-7	0	0.7	-1	1.3
CCOC(=O)N1CCN(C(=O)c2ccc(C)c(S(=O)(=O)Nc3ccccc3)c2)CC1	-2	i	-4	-6	-1	1	-1	-1.1	-2	-1.4
CC(C)n1c(=N)c(C(=O)NCCc2ccccc2)cc2c(=O)n3ccccc3nc21	0	i	-5	13	0	-4	-20	0.1	-1	0.8
CCCC(=O)NC(=S)Nc1sc2c(c1C(N)=O)CCC2	2	i	2	14	-1	1	0	-0.5	0	0.0
Cc1ccc(NS(=O)(=O)c2ccc(CCC(=O)O)cc2)cc1	4	i	-3	-5	-8	4	-2	-1.2	-2	-3.0
CCC(C)N1CC23C=CC(O2)C(C(=O)OCc2ccccc2)C3C1=O (stereo not drawn)	-5	i	7	4	0	5	-1	-0.3	1	-0.2
O=S(=O)(N/N=C\c1ccc2c(c1)OCO2)c1ccccc1	1	i	2	-50	-6	-2	-5	-0.2	1	-0.8
COCCSc1ccccc1C(=O)N1CCN(Cc2ccccc2)CC1	-3	i	-1	34	-3	0	-3	-0.2	1	0.9
O=C(NCc1ccncc1)/C(=N/O)c1ccccc1	1	i	-4	-13	13	-8	1	-1.9	-4	-0.2
C=CCN=C1SC(C)C(=O)N1S(=O)(=O)c1ccccc1 (stereo not drawn)	2	i	3	0	-9	-1	1	-0.2	1	2.0
Cc1ccc(S(=O)(=O)n2cc(CO)c3ccccc32)cc1	2	i	-7	1	-12	-2	4	-0.5	1	1.4
CCC(C)[C@H](NC(=O)OC(C)(C)C)C(=O)N/N=C/c1cccc2nccnc12 (stereo partly drawn)	-3	i	1	-13	-8	1	-24	0.2	-2	-1.5
CNC[C@@H]1Oc2cc(Br)ccc2S(=O)(=O)N([C@@H](C)CO)C[C@@H]1C	0	i	5	-7	nt	5	1	-0.9	-1	-1.7
COc1ccc(CNC(=O)C(C)OC(=O)c2cccs2)cc1 (stereo not drawn)	3	i	-11	9	-7	1	-9	-0.4	-1	0.1
COC(=O)c1ccc(COC(=O)CNC(=O)c2cccc(OC)c2)o1	-3	i	-3	-7	-2	-2	5	-0.1	-2	0.1
COc1cc(NS(=O)(=O)c2ccc(NC(=S)Nc3ccccc3)cc2)nc(OC)n1	-1	i	1	32	-7	2	10	0.1	3	-0.3
Cc1cc(C)cc(C(=O)NC(CC(N)=O)c2ccc(N3CCN(c4ccccc4)CC3)c([N+](=O)[O-])c2)c1 (stereo not drawn)	-4	i	4	-1	-3	-16	-6	-0.2	3	0.1
CCOC(=O)c1cnn(-c2ccc(NS(=O)(=O)c3ccc(Cl)cc3)cc2)c1C(F)(F)F	3	i	-6	-9	-14	-1	-6	0.1	0	2.2
Cc1cc(NCCCN(C)C)n2nc(-c3cccs3)cc2n1	-1	i	2	-2	-7	-4	2	0.1	-2	-2.0
Cc1ccc(-c2nn(-c3ccccc3)cc2/C=C/C(=O)Nc2cccc(S(N)(=O)=O)c2)cc1	1	i	19	4	-11	-4	2	1.3	-5	1.0
CC1(C)Cc2c(c(N3CCOCC3)nc3sc(-c4ccc(C(=O)O)o4)c(N)c23)CO1	62*	nt	2	-89	12	-13	-13	0.1	2	1.0
O=C(COc1ccc(F)cc1)Nc1nnc(C2CC2)s1	-3	i	-6	-1	-7	5	2	-0.7	-3	-0.9
S=C(NCc1ccco1)N1CCN(Cc2ccco2)CC1	-4	i	-2	-115	-11	6	-5	-0.8	-2	-2.5

Copied from the entries so far, three compounds:
SMILES	CSN deneddyl inh	Rpn11 inh	NadD block	PABP1 MLLE inh	Scp1 inh	DNMT1 block	SUMO1 PPI mod	Tb MetRS inh	STEP block	LMPTP block
O=C1CCN(S(=O)(=O)c2ccccc2)CCN1CCOCc1ccc(Cl)cc1	1	i	-3	12	-5	-2	1	0.2	0	-1.3
O=c1[nH]cnc2ncc(-c3ccc(O)cc3)nc12	3	i	-1	-2	3	-5	-31	0.2	1	0.3
Cc1ccc(CN(c2ccc(C(=O)N3CCc4ccccc4C3)cc2)S(C)(=O)=O)cc1	2	i	-6	-6	-10	-7	0	0.7	-1	1.3

The list goes on:
SMILES	CSN deneddyl inh	Rpn11 inh	NadD block	PABP1 MLLE inh	Scp1 inh	DNMT1 block	SUMO1 PPI mod	Tb MetRS inh	STEP block	LMPTP block
CCCc1cc(=O)[nH]c(SCC(=O)Nc2ncc(S(=O)(=O)c3ccc([N+](=O)[O-])cc3)s2)n1	5	i	7	-8	-7	1	-16	-0.9	1	1.0
CC(=O)N1c2ccc(S(=O)(=O)N(C)Cc3ccccc3)cc2CC1C (stereo not drawn)	-6	i	-6	6	-8	-1	2	0.1	4	-0.7
COc1ccc(C2CC(c3ccccc3)=NN2c2ccccc2)c(C(=O)O)c1OC (stereo not drawn)	5	i	8	-3	-11	2	-5	-0.4	-5	-0.4
c1ccc(CSc2nnnn2-c2ccccc2)cc1	0	i	-3	5	-15	4	-3	-0.4	3	-0.4
CC1CCCCC1NC(=O)Cn1cnc2sccc2c1=O (stereo not drawn)	-2	i	-2	-1	-3	2	-1	-0.1	-3	-0.8
COc1ccc(N2C(=O)CC(NC3CC3)C2=O)cc1 (stereo not drawn)	-4	i	1	4	1	3	0	-0.3	-3	-1.8
COc1ccc(OC)c(/C=C/C(=O)NCCc2nc3ccccc3[nH]2)c1	1	i	-4	-30	-1	-5	-2	0.4	0	2.0
CCc1ccc(CN2CCCC(C(=O)N3CCCCC3)C2)cc1 (stereo not drawn)	-1	i	-6	6	-3	0	8	-1.1	-1	-0.9
CCc1cccc(C)c1NC(=O)CCCN1C(=O)CN(C)C1=O	1	i	4	-32	-2	18	0	0.1	-2	-1.5
O=C(Nc1nccs1)[C@@H]1CCCN1S(=O)(=O)c1ccccc1F	-6	i	4	-38	3	0	-3	-0.2	-1	-0.7
CCc1ccc2c(CN(CC)Cc3nc4ccccc4c(=O)[nH]3)cc(=O)oc2c1	4	i	5	6	-2	6	-2	-1.0	-1	-0.3
O=C(Nc1ccccc1N1CCCCC1)c1ccc2nccnc2c1	-1	i	5	-2	3	3	-16	-1.0	-1	-0.1
Cc1ccc(CN2CCN(CC(=O)N/N=C/c3c[nH]c4ccccc34)CC2)cc1	-1	i	-3	8	-6	-8	0	0.8	3	-0.1
Cc1sc(NC(=O)CSc2nc(O)cc(=O)[nH]2)nc1-c1ccccc1	-3	i	12	4	-9	1	2	-0.3	5	2.4
CC(=O)c1cccc(OC(=O)c2ccc3c(=O)n4c(nc3c2)CCC4)c1	-2	i	8	-131	68*	0	-6	-0.3	-1	-0.1
Cc1ccc(CCNC(=O)C2CCCN(c3ncnc4c3nc3n4CCCCC3)C2)cc1 (stereo not drawn)	3	i	3	-17	-6	-1	7	-0.4	2	0.4
CCOC(=O)[C@]12CCCC=C1N(Cc1ccc3c(c1)OCO3)C(=O)[C@H](CC(=O)NCCCN1CCCC1=O)C2	2	nt	3	nt	nt	nt	2	-1.3	nt	0.1
CC(Oc1ccc(Cl)cc1Cl)c1nc(-c2ccccn2)no1 (stereo not drawn)	-2	i	-2	0	-10	-1	0	1.1	-3	1.3
CC(C)CCNC(=O)C1CC(c2ccccc2C(F)(F)F)=NO1 (stereo not drawn)	15	i	0	-4	-6	10	6	-0.2	-2	-0.3
Cc1cccc(NC(=O)COc2ccc(/C=N\n3cnnc3)cc2)c1	-12	i	2	15	1	1	1	0.1	-1	-1.3
CCc1nc2ccc(C(=O)Nc3cccc(OCC(=O)N(C)C)c3)cn2c1N(CC)CCN(C)C	4	i	5	3	nt	1	-2	-0.3	-2	0.2
CC1CC(C)CN(CCCNC(=O)CCC(=O)N2CCOc3ccccc32)C1 (stereo not drawn)	-3	i	0	9	2	5	-3	-1.6	0	-0.8
O=C(CNC(=O)c1sc2ccccc2c1Cl)OCc1ccccc1	0	i	-2	-11	-11	1	-4	0.6	-2	1.4
CCOC(=O)Cc1csc(N/N=C/c2ccc(Cl)cc2)n1	2	i	-2	6	-5	-1	3	-0.8	-2	0.6
COCCCNC(=O)C1CC(=O)OC1c1ccc(OC)c(OC)c1 (stereo not drawn)	-3	i	-3	-2	-5	4	0	-0.2	-2	-1.2

Continuation:
SMILES	CSN deneddyl inh	Rpn11 inh	NadD block	PABP1 MLLE inh	Scp1 inh	DNMT1 block	SUMO1 PPI mod	Tb MetRS inh	STEP block	LMPTP block
Cc1ccccc1OCC(O)CN1CCN(c2ccc(Cl)cc2)CC1 (stereo not drawn)	-1	i	-10	-7	-4	3	-1	-0.1	0	0.3
Cn1nc(-c2ccc(C(=O)Nc3cccnc3)cc2)c2ccccc2c1=O	2	i	-1	3	-11	-2	-6	0.0	0	-0.7
CCOC(=O)C1=C(Nc2ccccc2)CC(C)(O)C(C(=O)OCC)C1c1ccc(Cl)cc1 (stereo not drawn)	2&-17	i	0&-5	-1&0	-5&-8	12&0	0&1	-0.3&-0.7	-2&2	2.8&0.9
CN(C)c1ccc(-c2cccc(C3CC=CC4C3C(=O)N(Cc3ccccc3)C4c3ccc4ccccc4c3)c2)cc1 (stereo not drawn)	2	i	32*	-25	3	7	-14	-0.4	2	3.1
Cc1nc(N)c(C#N)c(-c2cccnc2)c1C	1	i	1	0	1	1	-1	0.0	1	-0.4
COc1ccc(N2CCN(CCCNC(=O)c3cc4sccc4n3C)CC2)cc1	3	i	-8	-14	-6	0	1	-0.6	-20	0.0
Cn1c(=O)c2c(nc(Br)n2C)n(C)c1=O	-5	i	1	-13	0	1	-1	-1.3	-1	-1.0
CCOC(=O)c1c(NC(=O)c2ccc(S(=O)(=O)N(C)CC3CCCO3)cc2)sc2c1CC(C)(C)NC2(C)C (stereo not drawn)	-3	i	-2	6	-8	5	-5	-0.3	3	3.0
